TrxR1 inh: qHTS Assay for Inhibitors of Mammalian Selenoprotein Thioredoxin Reductase 1 (TrxR1): qHTS. Thioredoxin reductase 1, cytoplasmic (Rattus norvegicus), O89049. recombinant rTrxR1, NADPH fluorescence consumption, selenite substrate. hit rate 1% among 390,000. Potency, µM (titrated, usually from 114 µM), for the others: at the highest dose activity change, negative = inhibition, most hits filed as inhibitors; also: % is scaled to controls: 0 for no effect and ±100 for the full control effect; nearly all actives have a fitted effect of over 65% in size
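Rat TrxR1 (90 nM in the dispensed reagent) was pre-reduced with 400 uM NADPH for 5 min at room temperature, then incubated with compound for 15 min. After 400 uM selenite was added, NADPH fluorescence (Ex 340/Em 450 nm) was followed for 8 min.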
RGS4 inh: Inhibitors of Regulator of G Protein Signaling (RGS) 4: qHTS. Regulator of G-protein signaling 4 (Homo sapiens), P49798. Transcreener GDP fluorescence polarization, RGS4-accelerated GTP hydrolysis. Potency, µM (highest dose often 114 µM), inactives show at the highest dose activity change, negative = inhibition, most hits filed as inhibitors. hit rate 0.039% among 390,000; also: % is scaled to controls: 0 for no effect and ±100 for the full control effect; nearly all actives have a fitted effect of over 75% in size; some results filed as inactive show a strong effect at the top dose
Target sequence (P49798 whole entry, looked up): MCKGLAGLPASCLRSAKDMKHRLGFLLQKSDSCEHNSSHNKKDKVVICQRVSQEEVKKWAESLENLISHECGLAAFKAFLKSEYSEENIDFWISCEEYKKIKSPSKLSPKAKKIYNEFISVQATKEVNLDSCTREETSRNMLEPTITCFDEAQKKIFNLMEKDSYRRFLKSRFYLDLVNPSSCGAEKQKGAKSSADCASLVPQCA
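MLSMR compounds (23 nl, pin-transferred) preincubated 10 min at room temperature with a 500nM (2x) first reagent, then RGS4 at 900nM (2x) plus Transcreener GDP mix added; fluorescence polarization (620/688 nm) read before and after 90 min at 30 °C.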
Vif-APOBEC3F blk: qHTS for Inhibitors of Vif-A3F Interactions: qHTS; hit rate 0.2% among 390,000; HeLa A3F-eYFP + Vif (tagged APOBEC3F with the HIV-1 protein that degrades it), YFP fluorescence increase; Potency, µM (titrated, usually from 46.1 µM), without a hit: top-dose activity, negative = active; also: % of control where 0% means no effect; nearly all actives have a fitted effect of over 65% in size
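HeLa cells stably expressing A3F-eYFP plus Vif, plated and incubated overnight at 37 deg C, then exposed to compounds overnight at 37 deg C. Blocked degradation read as raised yellow fluorescence (Ex 488/Em 500-530).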
RXFP1 agonist: qHTS Assay for Agonists of the Relaxin Receptor RXFP1; HEK293T-RXFP1 cAMP TR-FRET, 30 min; response scale: percent of porcine relaxin response, buffer zero; Potency, µM (titrated, usually from 57.5 µM), for inactives: at the highest dose activation, most hits filed as activators; hit rate 0.3% among 370,000; AID 2676, 2010; also: % is scaled to controls: 0 for no effect and ±100 for the full control effect; nearly all actives have a fitted effect of over 60% in size; many of its hits are not listed in these tables
Target sequence (Q9HBX9 whole entry, looked up): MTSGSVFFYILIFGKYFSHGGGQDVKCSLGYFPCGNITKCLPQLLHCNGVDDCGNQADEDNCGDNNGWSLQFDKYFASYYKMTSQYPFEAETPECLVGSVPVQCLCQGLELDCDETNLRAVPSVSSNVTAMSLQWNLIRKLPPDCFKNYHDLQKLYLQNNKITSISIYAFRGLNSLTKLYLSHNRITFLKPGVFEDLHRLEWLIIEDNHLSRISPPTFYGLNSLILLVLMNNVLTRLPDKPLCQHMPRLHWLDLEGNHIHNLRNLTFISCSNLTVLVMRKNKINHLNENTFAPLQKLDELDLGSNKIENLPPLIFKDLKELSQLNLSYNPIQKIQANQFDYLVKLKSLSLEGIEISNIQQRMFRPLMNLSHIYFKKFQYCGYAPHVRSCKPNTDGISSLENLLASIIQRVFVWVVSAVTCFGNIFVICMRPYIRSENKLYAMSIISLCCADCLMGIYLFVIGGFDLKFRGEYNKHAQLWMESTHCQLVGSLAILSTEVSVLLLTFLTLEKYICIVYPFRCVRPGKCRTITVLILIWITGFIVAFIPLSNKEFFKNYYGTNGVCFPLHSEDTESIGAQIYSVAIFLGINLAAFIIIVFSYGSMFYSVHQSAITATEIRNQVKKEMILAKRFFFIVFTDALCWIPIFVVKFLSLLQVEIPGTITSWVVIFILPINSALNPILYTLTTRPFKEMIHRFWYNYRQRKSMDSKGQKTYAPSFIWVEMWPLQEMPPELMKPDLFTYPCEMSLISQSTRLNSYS
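HEK293T cells stably expressing RXFP1 were pretreated with the PDE4 inhibitor Ro 20174, exposed to compounds for 30 min at 37C, lysed, and cAMP was read by TR-FRET. Data normalized to buffer (basal) and 29 nM porcine relaxin (100%).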
Vif-A3G inh: qHTS for Inhibitors of Vif-A3G Interactions: qHTS; DNA dC->dU-editing enzyme APOBEC-3G (Homo sapiens), Q9HC16; HeLa A3G-eYFP + Vif (tagged APOBEC3G with the HIV-1 protein that degrades it), YFP fluorescence, overnight; Potency, µM (doses to about 46.1 µM), inactives show at the top dose activity, negative = active, actives largely listed as inhibitors; hit rate 0.076% among 410,000; AID 602310, 2012;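 also: % is scaled to controls: 0 for no effect and ±100 for the full control effect; nearly all actives have a fitted effect of over 60% in size; hits raise eYFP signal because A3G escapes Vif-driven loss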
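HeLa cells stably expressing Vif and C-terminally eYFP-tagged A3G, seeded overnight at 37 deg C, then exposed to compound by pintool overnight at 37 deg C. Rise in yellow fluorescence (Ex 488/Em 500-530, Acumen) marks blocked Vif-driven A3G degradation.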
ALOX12 inh: Primary qHTS assay for inhibitors of human arachidonate 12S-lipoxygenase (ALOX12): Round 2; purified 12hLO, xylenol orange hydroperoxide absorbance; Potency, µM (doses to about 108 µM), without a hit: at the top dose activity change, negative = inhibition, actives largely listed as inhibitors; hit rate 1.1% among 580,000; also: % is scaled to controls: 0 for no effect and ±100 for the full control effect
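Hydroperoxide product was detected by ferrous iron/xylenol orange as the 573 to 405 nm absorbance ratio. Arachidonic acid at 40 uM (final) was turned over for 30 min at room temperature by 150 nM human 12hLO, pH 7.0 Hepes buffer, after 15 min compound preincubation.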
mIDH1 inhibitor: qHTS for Inhibitors of mutant isocitrate dehydrogenase 1 (IDH1): qHTS; Isocitrate dehydrogenase [NADP] cytoplasmic (Homo sapiens), O75874; IDH1-R132H enzyme, NADPH consumption, diaphorase/resazurin fluorescence; Potency, µM (doses to about 76.6 µM), for the others: at the top dose activity change, negative = inhibition, usual class: inhibitors; hit rate 0.093% among 390,000; AID 602179, 2012; also: % is scaled to controls: 0 for no effect and ±100 for the full control effect; nearly all actives have a fitted effect of over 65% in size
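IDH1-R132H (0.5 ug/mL) preincubated 30 min with compound, then NADPH (0.016 mM) and alpha-KG (2 mM) added; 80 min at RT, pH 7.5. Remaining NADPH coupled via diaphorase/resazurin to fluorescence (540/590 nm); concentration-response curves normalized to no-enzyme control.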
USP1 inh: Inhibitors of USP1/UAF1: Primary Screen. recombinant USP1/UAF1, Ub-Rhodamine cleavage fluorescence. AID 743255, 2014. Potency, µM (top dose mostly 57.1 µM), for the others: at the top dose activity change, negative = inhibition, most hits filed as inhibitors. Ubiquitin carboxyl-terminal hydrolase 1 (Homo sapiens), O94782. hit rate 0.23% among 390,000; also: % is scaled to controls: 0 for no effect and ±100 for the full control effect; nearly all actives have a fitted effect of over 60% in size; inactives centre near -12
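USP1/UAF1 complex at 1 nM was preincubated with compound for 15 min at room temperature, then Ub-Rho substrate (150nM final) was added. Fluorescence (480/540 nm) was read kinetically, 6 reads every 60 seconds.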
TrxR1 substrate: qHTS Assay for Substrates of Mammalian Selenoprotein Thioredoxin Reductase 1 (TrxR1): qHTS. hit rate 0.01% among 390,000. Potency, µM (series often up to 114 µM), for the others: at the top dose activity change, negative = substrate turnover. purified TrxR1 substrate turnover, NADPH consumption readout. Thioredoxin reductase 1, cytoplasmic (Rattus norvegicus), O89049; also: % is scaled to controls: 0 for no effect and ±100 for the full control effect; nearly all actives have a fitted effect of over 50% in size
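Rat TrxR1, dispensed at 90 nM, was prereduced with 400 uM NADPH (final) for 5 min at ~22 deg C, then incubated with compound 15 min before 400 uM selenite. A first-read NADPH fluorescence drop versus no-compound background flagged substrates.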
* marks the source's active call; other numbers are inactive results; u = inconclusive; x = not tested or not shown; [ ] = dose if it differs, or a comment. Calls follow the shape of the dose curve; as a rule, active = well fitted curve in the direction sought with a large enough effect; inconclusive = small, poorly fitted or top-dose-only effect, or another doubt; inactive = no such curve, though single readings can be large; an effect the other way counts as inactive or inconclusive. Potency is read from the fitted curve at half-maximal effect. A portion of the library, so the mix of outcomes need not match the whole.

SMILES | TrxR1 inh | RGS4 inh | Vif-APOBEC3F blk | RXFP1 agonist | Vif-A3G inh | ALOX12 inh | mIDH1 inhibitor | USP1 inh | TrxR1 substrate
O=C(NCc1ccccc1)c1cccc(NC(=O)C2CCCCC2)c1 | 2.0% | -8.7% | 1.0% | x | -1.4% | -2.4% | -8.3%[38.3 µM] | -17.4% | 0.2%
COc1ccc(C(=O)CSc2nnc(NC(=O)C3CC(=O)N(c4cccc(OC)c4)C3)s2)cc1 (stereo not given) | 3.3% | 11.1% | -16.3% | 0.1% | -21.4% | 8.3% | -1.7% | -1.6% | -3.2%
Cc1c(Cl)cccc1NC(=S)N1CCOCC1 | -14.8% | -5.3% | u | 2.6% | -9.4% | -1.4% | -11.3% | -13.6% | -0.1%
N#Cc1ccc(OCC(=O)NNC(=O)C2CCCCC2)cc1 | -3.5% | 14.5% | -2.2% | x | -6.7% | 439.6%[activator] | 5.6% | -6.7% | -3.2%
O=C(CC1C(=O)OCN1C(=O)OCc1ccccc1)OCC(=O)c1ccccc1 (stereo not given) | -6.0% | -14.8% | -1.4% | 1.6% | -1.0% | -5.6% | 13.3% | u | -3.7%
COc1cccc(C=O)c1OC(=O)N1CCOCC1 | -17.9% | -19.0%[56.9 µM] | 2.5% | 0.3% | -4.1% | 3.0% | 1.5% | -19.1% | -11.7%
O=C(OCC(=O)c1ccc(Cl)cc1Cl)c1cnccn1 | 16.0% | -16.0% | -1.9% | -1.3% | 3.5% | 8.3% | -5.6% | -38.5% | 2.0%
CN(Cc1cccc(F)c1)CC(O)COCc1ccccc1Cl (stereo not given) | 15.7% | 1.8% | -8.6% | 2.8% | 1.3% | u | -1.2% | -14.7% | 5.5%
COc1ccccc1OCC(=O)NNC(=O)CCCC(=O)NNC(=O)COc1ccccc1OC | 17.2% | 16.5% | -7.7% | -1.3% | 6.5% | 12.0% | -9.8% | -16.3% | 5.6%
Cc1cc(F)ccc1NC(=O)c1cnccn1 | 22.9%[57.1 µM] | -53.7% | 2.4% | 11.6% | 1.4% | 3.2% | -3.2% | -9.0% | -2.9%
COC(=O)c1cc(=O)n(CCc2ccccc2)c(=Nc2ccc(F)cc2)s1 | 10.1%[57.1 µM] | -31.4% | 2.2% | 2.3% | -9.8% | -5.7% | 16.6% | -20.2% | -6.8%[57.1 µM]
Cc1cccc(NC(=O)CCN2CCCC(C)C2)c1 (stereo not given) | 3.6%[57.1 µM] | -16.1% | 1.4% | 0.4% | 0.2% | 0.0% | 4.7% | -13.4% | 6.5%[57.1 µM]
O=C(CSc1nnc(-c2ccco2)o1)Nc1cccc([N+](=O)[O-])c1 | -7.5% | -2.8% | -1.8% | 0.7% | -0.9% | 0.0% | 6.1% | 1.4% | -5.6%
CC(=O)Nc1nc(-c2cccs2)cs1 | -7.6% | -27.4% | 5.2% | -0.1% | 0.1% | 0.0% | 6.0% | -9.1% | 2.6%
O=c1[nH]c2ccccc2n2c(C(F)(F)F)nnc12 | 20.6% | -1.6% | 10µM* | 2.5% | -26.1% | 1.3% | -5.3% | -13.7% | 30.1%
Cc1noc(C)c1S(=O)(=O)N1CCCC(C(=O)Nc2ccc(Cl)cn2)C1 (stereo not given) | -11.1% | 13.3% | 1.0% | 1.3% | 2.8% | 3.6% | 1.3% | -8.0% | -6.9%
COc1ccc2c(CNCc3cccs3)c(C(=O)O)n(Cc3ccc(F)cc3Cl)c2c1 | 10.0% | -5.8% | -8.8% | -0.3% | -0.7% | -3.8% | 25.8% | -9.7% | -0.3%
Cc1cccc(-n2nc3c(c2NC(=O)C2CC2)CS(=O)(=O)C3)c1C | 2.0% | -3.1% | 7.4% | 0.2% | 2.2% | 20.1% | 6.4% | -19.7% | -12.7%
O=C(NC1CCSc2ccccc21)c1ccccc1Cl (stereo not given) | 26.6% | -4.4% | 9.0% | -2.4% | 0.5% | 0.0% | 8.3% | -28.1% | 9.1%
COc1cccc(/C=N/NC(=O)CNC(=O)c2ccc(S(=O)(=O)N3CCOCC3)cc2)c1OC | 6.0% | -0.2% | 9.3% | 1.2% | 0.7% | 6.7% | 0.4% | -9.3% | 40.2%[activator]
O=C(Nc1cccc(C(F)(F)F)c1)N1CC2CCCN2c2ccccc21 (stereo not given) | 2.1%[57.1 µM] | -14.3% | -4.0% | -2.6% | 0.3% | -1.2% | 6.5% | -14.9% | 0.8%[57.1 µM]
Cc1ccc(OCC(=O)NC(C)c2ccc(Cl)c(Cl)c2)c([N+](=O)[O-])n1 (stereo not given) | 30.3%[57.1 µM] | -19.0% | 1.3% | 1.1% | -0.5% | -3.9% | 1.0% | -8.4% | -7.5%
Fc1ccc(CSc2nsc(SCc3ccc(F)cc3)n2)cc1 | -4.5% | -3.0% | -1.5% | -1.2% | -10.4% | 0.0% | 3.0% | -0.9% | -2.4%
Cc1c(NC(=O)c2ccc3c(c2)OCO3)cccc1-c1nc2ccccc2s1 | 28.3% | -9.2% | -0.1% | 1.6% | 3.2% | 9.8% | -7.9% | -4.6% | 4.5%
CCOC(=O)Cn1cc([N+](=O)[O-])c(OC)n1 | 16.9%[57.1 µM] | 15.0% | -5.6% | 2.4% | -0.1% | 2.5% | 4.4% | -18.9% | -9.2%
O=C(N/N=C\c1cc2c(cc1[N+](=O)[O-])OCO2)c1cccs1 | 21.9% | 12.1% | -3.4% | -0.3% | -8.2% | -43.4% | 0.5% | -13.8% | -1.8%
N#Cc1ccc(Oc2ccc(C#N)c(C#N)c2)cc1C#N | -9.3%[2.29 µM] | -13.9% | -2.0% | x | -0.8% | 10.7% | 1.7% | -20.6% | -4.4%[2.29 µM]
COCCOc1ccc(C(F)(F)F)cc1NC(=O)CN1C(=O)NC(C)(c2ccc3c(c2)OCO3)C1=O (stereo not given) | 9.9% | -27.8% | -17.8% | 1.5% | 1.9% | 21.9% | 9.9% | -20.4% | -7.1%
Clc1ccccc1OCc1nn[nH]n1 | 32.1% | -7.4% | -0.7% | -1.1% | 1.3% | 65.6%[activator] | -6.8% | -22.6% | 15.2%
CCC(=O)N1CCc2cc(S(=O)(=O)NCCC(=O)NC(C)c3ccccc3)ccc21 (stereo not given) | 7.1% | 11.9% | 0.9% | -0.6% | -6.4% | 5.1% | -12.0% | -16.2% | 0.1%
O=C(Nc1nc(-c2cccs2)c(C(=O)C(F)(F)F)s1)c1ccccc1 | 2.4% | 7.1% | 2.7% | 9.1% | 1.1% | u | 3.1% | -25.2% | -4.0%
Cc1nn(Cc2ccccc2Cl)c(Cl)c1/C=C/C(=O)OCC(=O)NC1CCS(=O)(=O)C1 (stereo not given) | 24.8%[57.1 µM] | 3.0% | 4.6% | -0.6% | -8.2% | -0.9% | 0.0% | -13.4% | -17.2%[57.1 µM]
Cn1cc(/C=C2\SC(=S)N(NC(=O)c3cccc(Cl)c3)C2=O)c2ccccc21 | 2.4% | -0.1%[11.4 µM] | 7.94µM* | 0.0% | u | -8.6% | 6.1% | u | -2.7%
CC(NC1c2ccccc2-c2ccccc21)c1ccccc1 (stereo not given) | -15.1% | 8.4% | -8.6% | -1.3% | -0.4% | 10.4% | 2.3% | -26.7% | -9.4%
CCOc1cc(/C=N/N2CCN(Cc3ccccc3)CC2)ccc1O | -0.1%[57.1 µM] | 5.8% | -3.9% | -1.5% | -1.2% | u | 15.7% | -14.2% | -5.6%
Cc1ccc(Oc2nc(-c3cccnc3)nc3ccccc23)c([N+](=O)[O-])n1 | -2.5%[57.1 µM] | -3.2% | 5.3% | 1.7% | -1.6% | -6.4% | -5.5% | -3.2% | -5.7%
C#CCN(Cc1ccco1)C(=O)c1cc(COc2cccc3cccnc23)on1 | x | x | 1.6% | x | 1.2% | -52.2% | -3.7% | -22.1% | x

Random excerpt: 2 records from the list, in no set order.
SMILES | TrxR1 inh | RGS4 inh | Vif-APOBEC3F blk | RXFP1 agonist | Vif-A3G inh | ALOX12 inh | mIDH1 inhibitor | USP1 inh | TrxR1 substrate
Cc1nn(Cc2ccccc2Cl)c(Cl)c1/C=C/C(=O)OCC(=O)NC1CCS(=O)(=O)C1 (stereo not given) | 24.8%[57.1 µM] | 3.0% | 4.6% | -0.6% | -8.2% | -0.9% | 0.0% | -13.4% | -17.2%[57.1 µM]
C#CCN(Cc1ccco1)C(=O)c1cc(COc2cccc3cccnc23)on1 | x | x | 1.6% | x | 1.2% | -52.2% | -3.7% | -22.1% | x

Screening results deposited in PubChem BioAssay by National Center for Advancing Translational Sciences (NCATS).
